LDHA block: qHTS assay for inhibitors of human lactate dehydrogenase | L-lactate dehydrogenase A chain (Homo sapiens), P00338 | activity change, % (values are at about 110 or 230 µM) | actives 0.15% (n = 480,000) | purified LDHA, NADH/diaphorase-resazurin fluorescence; stronger effect = lower value; in the data active = activity change below about -30%; inconclusive = mostly about -25% to -30%;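 note: plate controls were DMSO wells for no effect and wells without enzyme for full effect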
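Resorufin fluorescence (ex540/em590), read at 0 and 20 min after diaphorase/resazurin addition, reports the NADH left after a 5 min room-temperature reaction of 2 nM human LDH5 with 0.06 mM NADH and 0.2 mM pyruvate.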
Apoferritin bind: qHTS Assay for Identification of Novel General Anesthetics | actives 0.074% (n = 350,000) | Potency, µM (series often up to 77.5 µM), for inactives: top-dose activity change, negative = displacement, hits mostly inhibitors | apoferritin/1-aminoanthracene competitive binding, fluorescence | Ferritin light chain (Equus caballus), P02791 | AID 485281, 2010; note: potency is the fitted concentration of half-maximal effect; % is set by controls: 0 for no effect and ±100 for the full control effect; nearly all actives have a fitted effect of over 20% in size
Target sequence (P02791 2-175 limits assumed): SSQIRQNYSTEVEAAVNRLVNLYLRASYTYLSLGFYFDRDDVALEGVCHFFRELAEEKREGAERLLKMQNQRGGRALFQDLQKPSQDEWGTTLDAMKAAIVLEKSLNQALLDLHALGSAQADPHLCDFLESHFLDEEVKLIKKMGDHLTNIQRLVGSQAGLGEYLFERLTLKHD
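Horse-spleen apoferritin (10 uM) was mixed with 50% saturated 1-aminoanthracene in PBS, exposed to compounds for 10 min at room temperature, and read for fluorescence (ex 380 nm, em 535 nm). Competitive displacement was fitted with a four-parameter Hill equation.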
Pol kappa inh: qHTS for Inhibitors of Polymerase Kappa; Potency, µM (highest dose often 107 µM), inactives show at the highest dose activity, negative = inhibition, most hits filed as inhibitors; DNA polymerase kappa (Homo sapiens), Q9UBT6; purified Pol kappa, fluorescent DNA synthesis assay, 10 min; actives 0.53% (n = 400,000); note: potency is the fitted concentration of half-maximal effect; % is set by controls: 0 for no effect and ±100 for the full control effect
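10 nM Pol kappa preincubated 15 min at room temperature with compounds, then reaction started with substrate at 50 nM final. Fluorescence read kinetically at 0 and 10 min; buffer-only wells served as negative control.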
Glioma ERSR ind: qHTS for Inducers of the Endoplasmic Reticulum Stress Response (ERSR) in Human Glioma: qHTS; U87-MG GRP78 promoter luciferase reporter, 16 h; Potency, µM, inactives show at the top dose activation, most hits filed as activators; actives 0.02% (n = 420,000); note: potency is the fitted concentration of half-maximal effect; series mostly up to about 76 µM; % of control where 0% means no effect; nearly all actives have a fitted effect of over 35% in size
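Stably transfected U87-MG human glioma cells carrying a GRP78-based luminescent sensor were seeded at 1000 cells/well, pin-dosed with compounds and incubated 16 h. Luciferase reagent was then added, and end-point luminescence was read after 10 min at room temperature.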
Pol iota inh: qHTS for Inhibitors of Polymerase Iota; DNA polymerase iota (Homo sapiens), Q9UNA4; Pol iota fluorescent replication assay, 10 min; Potency, µM (titrated, usually from 115 µM), without a hit: at the top dose activity, negative = inhibition, hits mostly inhibitors; actives 1% (n = 390,000); note: potency is the fitted concentration of half-maximal effect
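Pol iota at 10 nM preincubated 15 min with compounds at room temperature; reaction started with fluorescent substrate, 50 nM final. Fluorescence read kinetically at 0 and 10 min; buffer-only wells as negative control.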
BLM inh: qHTS Assay for Inhibitors of Bloom's syndrome helicase (BLM); actives 0.2% (n = 350,000); recombinant BLM DNA unwinding, fluorescence dequenching; RecQ-like DNA helicase BLM (Homo sapiens), P54132; AID 2528, 2010; Potency, µM (doses to about 56.1 µM), without a hit: at the top dose activity change, negative = inhibition, actives largely listed as inhibitors;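 note: potency is the fitted concentration of half-maximal effect; plate controls were vehicle for no effect and no enzyme for full effect; nearly all actives have a fitted effect of over 35% in size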
APEX1 inh: qHTS Assay for Inhibitors of the Human Apurinic/apyrimidinic Endonuclease 1 (APE1). recombinant APE1, TAMRA/BHQ-2 abasic DNA cleavage fluorescence. Potency, µM (series often up to 65.8 µM), inactives show at the top dose activity change, negative = inhibition, actives largely listed as inhibitors. actives 0.35% (n = 350,000);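 note: potency is the fitted concentration of half-maximal effect; plate controls were vehicle for no effect and reference inhibitor for full effect; nearly all actives have a fitted effect of over 55% in size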
Target sequence (P27695 whole entry, looked up): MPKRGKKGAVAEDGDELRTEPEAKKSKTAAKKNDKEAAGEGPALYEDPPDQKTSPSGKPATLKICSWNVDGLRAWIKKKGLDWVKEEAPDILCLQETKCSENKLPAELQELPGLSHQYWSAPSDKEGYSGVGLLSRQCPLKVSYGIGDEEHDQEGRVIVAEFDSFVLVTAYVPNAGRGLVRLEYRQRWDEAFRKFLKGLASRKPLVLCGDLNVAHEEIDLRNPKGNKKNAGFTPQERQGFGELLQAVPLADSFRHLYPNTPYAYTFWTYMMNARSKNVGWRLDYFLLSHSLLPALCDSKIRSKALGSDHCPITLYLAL
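Incision of a quenched TAMRA/BHQ-2 THF abasic-site duplex (50 nM) by 0.75 nM APE1, after 15 min compound preincubation, measured as fluorescence increase over three 60 s reads. Values normalized to buffer, DMSO and NSC13755 control wells.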
POLH inh: qHTS for Inhibitors of Polymerase Eta; Potency, µM (titrated, usually from 114 µM), without a hit: top-dose activity change, negative = inhibition, most hits filed as inhibitors; actives 1.2% (n = 390,000); recombinant Pol eta, fluorescent DNA replication assay; DNA polymerase eta (Homo sapiens), Q9Y253; note: potency is the fitted concentration of half-maximal effect; % is set by controls: 0 for no effect and ±100 for the full control effect
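Pol eta at 10 nM preincubated with compounds 15 min at room temperature; reaction started with fluorescent substrate (50 nM final) and read kinetically at 0 and 10 min.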
Pol beta inh: qHTS Assay for Inhibitors of DNA Polymerase Beta | Pol beta primer extension/strand displacement, fluorescence kinetic | Potency, µM (titrated, usually from 114 µM), for inactives: at the top dose activity change, negative = inhibition, most hits filed as inhibitors | actives 1.3% (n = 340,000); note: potency is the fitted concentration of half-maximal effect; % is set by controls: 0 for no effect and ±100 for the full control effect
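Enzyme-only controls used 10 nM Pol beta; buffer lacking enzyme served as negative control. Compound preincubated 15 min, then 50 nM substrate added; 0 and 10 min reads at room temperature.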
Starred values were filed as active, the others as inactive; & = joins results of further samples; [ ] = remark or other dose. Unless noted, calls come from the whole dose curve; as a rule, active = well fitted curve in the direction sought with a large enough effect; inconclusive = small, poorly fitted or top-dose-only effect, or another doubt; inactive = no such curve, though single readings can be large; an effect the other way counts as inactive or inconclusive. A portion of the library, so the mix of outcomes need not match the whole.

COc1cc(/C=N/NC(=O)c2cc(-c3cccc(OC(C)C)c3)nc3ccccc23)ccc1O was read as LDHA block -5, Pol kappa inh -12%, Glioma ERSR ind -1%, Pol iota inh 127%[activator] and POLH inh -3%.
For Cc1ccc(S(=O)(=O)N2CCOCC2)cc1NC(=O)CNC(C)c1ccccc1 (centres undefined) the results were LDHA block -15, Pol kappa inh -1%, Glioma ERSR ind 0%, Pol iota inh 15%, APEX1 inh 3% and POLH inh -12%.
c1ccc(-c2ccccn2)nc1 was read as LDHA block 5, Apoferritin bind 4%, Pol kappa inh 9%[60.1 µM], Glioma ERSR ind 2%&-2%, Pol iota inh 26%, BLM inh -4%, APEX1 inh -4%&-1%, POLH inh -8% and Pol beta inh inconclusive.
For COC(=O)[C@H]1C(OC)[C@@H](OC(=O)c2cc(OC)c(OC)c(OC)c2)C[C@@H]2CN3CCc4c([nH]c5cc(OC)ccc45)[C@H]3C[C@H]21 (some centres undefined) the results were Apoferritin bind 0%, Pol kappa inh -14%[60.1 µM], Glioma ERSR ind 10%, BLM inh -19% and APEX1 inh 3%.
CCOc1nc2ccccc2nc1C was read as LDHA block -4, Apoferritin bind -6%, Pol kappa inh -8%, Glioma ERSR ind 2%, Pol iota inh 11%, BLM inh 0%, APEX1 inh 3%, POLH inh -13% and Pol beta inh 14%.
CO[C@@H]1COC(=O)C/C=C\[C@H](C)[C@H](OC)COC(=O)[C@H](C)NC(=O)C/C=C\[C@H]1C was read as Apoferritin bind -11%[15.3 µM], Glioma ERSR ind -3%, BLM inh 2%[12.4 µM] and APEX1 inh inconclusive.
Screening Cc1ccc(S(=O)(=O)N2CCN(S(=O)(=O)N3CCCCC3)CC2)cc1C returned LDHA block -2, Apoferritin bind 4%, Pol kappa inh -7%, Glioma ERSR ind -6%, Pol iota inh -11%, BLM inh -1%, APEX1 inh 4%[12.4 µM], POLH inh -6% and Pol beta inh 24%.
For COc1ccc(-c2cc(=O)oc3cc(OCC(=O)N(C)C)ccc23)cc1 the results were LDHA block 0, Apoferritin bind -10%, Pol kappa inh 5%, Glioma ERSR ind -1%, Pol iota inh 16%, BLM inh 0%, APEX1 inh 46%[activator], POLH inh -8% and Pol beta inh 7%.
Cc1c(C)n(C)c2ccc(C(=O)NCCN3CCOCC3)cc12 was read as LDHA block -2, Apoferritin bind -8%, Pol kappa inh -8%, Glioma ERSR ind -2%, Pol iota inh -2%, BLM inh 2%, APEX1 inh -13%, POLH inh -1% and Pol beta inh 9%.
For Cc1cccc(OCC(=O)N(Cc2ccc(N(C)C)cc2)C2CCS(=O)(=O)C2)c1 (centres undefined) the results were LDHA block 4, Apoferritin bind 5%, Pol kappa inh -11%, Glioma ERSR ind -3%, Pol iota inh 30%, BLM inh -3%, APEX1 inh -2%, POLH inh -2% and Pol beta inh 23%.
`O=C(CN1CCN(S(=O)(=O)c2ccccc2)CC1)NC(=O)NCc1ccco1` gave LDHA block -8, Apoferritin bind -1%, Pol kappa inh -16%, Glioma ERSR ind -4%, Pol iota inh inconclusive, BLM inh -9%, APEX1 inh 2%, POLH inh 7% and Pol beta inh 0%.
For O=C(c1cccnc1)N1N=C(C2CCCCC2)CC1(O)C(F)(F)F (centres undefined) the results were LDHA block -3, Apoferritin bind -15%, Pol kappa inh -1%, Glioma ERSR ind -1%, Pol iota inh 28%, BLM inh -7%, APEX1 inh 3%, POLH inh -6% and Pol beta inh 23%.
COC(=O)c1cc(Br)c(=O)n(-c2ccc(F)cc2)c1 was read as LDHA block -2, Apoferritin bind -7%, Pol kappa inh -8%, Glioma ERSR ind -1%, Pol iota inh -2%, BLM inh 2%, APEX1 inh 4%, POLH inh -11% and Pol beta inh 7%.
For O=C(NC1CCCCC1)C(c1ccc(F)cc1)N(Cc1ccc2c(c1)OCO2)C(=O)c1cnsn1 (centres undefined) the results were LDHA block -11, Apoferritin bind 6%, Pol kappa inh -7%, Glioma ERSR ind -2%, Pol iota inh -5%, BLM inh 0%, APEX1 inh 4%, POLH inh -3% and Pol beta inh -26%.
`Cc1nc(-c2ccc(F)cc2)c(CC(=O)Nc2cc(S(=O)(=O)N3CCCCC3)ccc2C)s1` gave LDHA block 0, Pol kappa inh -17%, Glioma ERSR ind -1%, Pol iota inh 28%, APEX1 inh -3% and POLH inh -5%.
Cc1ccc(S(=O)(=O)Nc2ccc3c(c2)ncn3C(C)(C)C)cc1 was read as LDHA block 0, Apoferritin bind -21%, Pol kappa inh 1%, Glioma ERSR ind 1%, Pol iota inh inconclusive, BLM inh -6%, APEX1 inh 14%, POLH inh -1% and Pol beta inh 31%.
Cc1ccc(NC(=O)CN(C)S(=O)(=O)c2ccc3c(c2)c(=O)n(C)c(=O)n3C)cc1 was read as LDHA block -3, Apoferritin bind -2%, Pol kappa inh -6%, Glioma ERSR ind 1%, Pol iota inh 3%, BLM inh -1%, APEX1 inh -8%, POLH inh 0% and Pol beta inh 3%.
Screening COc1ccccc1N1CCN(C(=O)CCS(=O)(=O)c2cc(Br)cc3c2N(C(=O)C2CC2)CC3)CC1 returned LDHA block 1, Apoferritin bind -13%, Pol kappa inh -5%, Glioma ERSR ind 0%, Pol iota inh -3%, BLM inh -1%, POLH inh -13% and Pol beta inh -21%.
For CC(C)[C@@H](OCc1ccccc1)[C@H](C)/C=N\O[C@@H](C)c1cn([C@@H]2COC[C@@H]2O)nn1 the results were Apoferritin bind -7%[15.3 µM], Glioma ERSR ind -2%, BLM inh 4%[12.4 µM] and APEX1 inh -4%[12.4 µM].
For Cc1ccc(NC(=O)c2c3c(nc4ccccc24)C(=O)N(C2CCCCC2)C3)cc1F the results were LDHA block -13, Apoferritin bind 2%, Pol kappa inh 0%, Glioma ERSR ind -2%, Pol iota inh 6%, BLM inh 0%, POLH inh -6% and Pol beta inh inconclusive.
For CC1=CC(=O)C=CC1(C)C(Cl)(Cl)Cl (centres undefined) the results were LDHA block -5, Apoferritin bind inconclusive, Pol kappa inh -8%, Glioma ERSR ind -2%, Pol iota inh -14%, BLM inh -4%, APEX1 inh 15%, POLH inh -22% and Pol beta inh 5%.
For CC1=C(C(=O)OCc2ccccc2)C(c2cccc([N+](=O)[O-])c2)NC(=O)N1C (centres undefined) the results were LDHA block -3, Apoferritin bind -16%, Pol kappa inh inconclusive, Glioma ERSR ind 0%, Pol iota inh -17%, BLM inh -4%, APEX1 inh 2%, POLH inh -19% and Pol beta inh 3%.
`C[C@H](NC(=O)c1ccc2ccccc2c1)C(=O)N1CCC2(CC1)NCCc1[nH]cnc12` gave LDHA block 0, Apoferritin bind -6%, Pol kappa inh -2%, Glioma ERSR ind -4%, Pol iota inh inconclusive, BLM inh 5%, APEX1 inh -7%, POLH inh -9% and Pol beta inh 20%.
Screening CCn1nnnc1SCC(=O)c1cc(OC)ccc1OC returned LDHA block 1, Apoferritin bind -20%, Pol kappa inh 4%, Glioma ERSR ind -3%, Pol iota inh 3%, BLM inh 1%, APEX1 inh -3%, POLH inh -17% and Pol beta inh 28%.
Screening CCN(Cc1ccccc1)C(=O)C(=O)c1cn(CC(=O)N2CCCC2)c2ccccc12 returned LDHA block 4, Apoferritin bind -19%, Pol kappa inh -10%, Glioma ERSR ind -4%, Pol iota inh 21%, BLM inh -3%, APEX1 inh -10%, POLH inh 5% and Pol beta inh 1%.
CCc1ccc(NC(=O)CC2C(=O)N(c3ccc(OC)cc3)C(=O)N2Cc2cccs2)cc1 (centres undefined) was read as LDHA block -6, Apoferritin bind 4%, Pol kappa inh -1%, Glioma ERSR ind -3%, Pol iota inh 16%, BLM inh 0%, POLH inh -12% and Pol beta inh 10%.
For COc1cccc(CNC(=O)C2CCC(=O)N(C3CC3)C2)c1OC (centres undefined) the results were LDHA block -1, Apoferritin bind -5%, Pol kappa inh 6%, Glioma ERSR ind 2%, Pol iota inh 37%[activator], BLM inh -2%, APEX1 inh 1%, POLH inh -13% and Pol beta inh 19%.
Screening COc1cccc(Cn2c(=O)c(C)nc3cnc(N4CCNCC4)nc32)c1 returned Pol kappa inh 5%[60.1 µM], Glioma ERSR ind -2%, BLM inh 3% and APEX1 inh 3%.
`CC(C)NC(=O)C1CCN(C(=O)c2cc3sccc3n2Cc2ccc(F)cc2)CC1` gave LDHA block 2, Apoferritin bind -12%, Pol kappa inh -5%, Glioma ERSR ind -2%, Pol iota inh 27%, BLM inh 1%, APEX1 inh 4%, POLH inh -4% and Pol beta inh 20%.
For CCn1nnc2cc(C(=O)Nc3ccc(C)cc3Br)ccc21 the results were LDHA block -3, Apoferritin bind 6%, Pol kappa inh 6%, Glioma ERSR ind 0%, Pol iota inh -1%, BLM inh -3%, POLH inh -7% and Pol beta inh -8%.

At a glance, 2 of the compounds above.
`CC(C)NC(=O)C1CCN(C(=O)c2cc3sccc3n2Cc2ccc(F)cc2)CC1` gave LDHA block 2, Apoferritin bind -12%, Pol kappa inh -5%, Glioma ERSR ind -2%, Pol iota inh 27%, BLM inh 1%, APEX1 inh 4%, POLH inh -4% and Pol beta inh 20%.
For CCn1nnc2cc(C(=O)Nc3ccc(C)cc3Br)ccc21 the results were LDHA block -3, Apoferritin bind 6%, Pol kappa inh 6%, Glioma ERSR ind 0%, Pol iota inh -1%, BLM inh -3%, POLH inh -7% and Pol beta inh -8%.

Compound activity: PubChem BioAssay, National Center for Advancing Translational Sciences (NCATS)
